Bioassay records: PubChem, National Center for Advancing Translational Sciences (NCATS)
Pf Dd2 inh: inhibitors of Plasmodium falciparum Dd2 growth; P. falciparum Dd2 growth, SYBR Green, 72 h; 120,000 compounds, 4.3% hits; Potency, µM (titrated, usually from 28.9 µM), for the others: at the highest dose activity, negative = inhibition, actives largely listed as inhibitors; active = well fitted inhibition curve with a large enough effect; inconclusive = small, poorly fitted or top-dose-only effect; inactive = no such curve, though single readings can be large or run the other way;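 note: plate controls were DMSO vehicle for no effect and reference drug for full effect; nearly all actives have a fitted effect of over 65% in size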
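Infected erythrocytes (Dd2, 0.3% parasitemia, 2.5% hematocrit final) are added to compound in RPMI-1640/Albumax II medium, grown 72 h at 37C in low oxygen, then lysed with saponin/Triton-X containing SYBR Green and read by fluorescence.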
The depositor's hits bear a star; i = inactive; u = inconclusive; [ ] = another dose, or the depositor's remark. Potency is the fitted concentration of half-maximal effect. A portion of the library. The share of hits here may be higher or lower than overall.

SMILES	Pf Dd2 inh
Cc1ncc2n1C(=O)N(C1CCN(Cc3ccncc3)CC1)C2	30%[activator][44.1 µM]
CCC1CN(C(=O)c2cc(F)ccc2OC)CCC(=O)N1Cc1ccccc1 (stereo not given)	14%
CC(C)CN1Cc2ccccc2-n2ccnc2C12CCN(C(=O)c1cccs1)CC2	u
COCCNC(=O)c1coc(CN2CCN(C/C=C/c3ccccc3)CC2)n1	-29%
COc1ccccc1CNC(=O)Cc1c(C)c2c(cc(C)c3c(C)c(C)oc32)oc1=O	17%
O=C(CCC[C@H]1NC[C@@H]2C[C@H]1CN(Cc1ccccc1)C2)Nc1ccc2c(c1)OCCO2	u
COc1ccc(CNC(=O)CSc2nc3ccsc3c(=O)n2Cc2ccccc2Cl)cc1	i
Cc1nn(C)c2nc(-c3ccccn3)nc(NCC(c3ccco3)N(C)C)c12 (stereo not given)	8.9µM*
CN(c1ccccc1)c1ccc2ncn(C3CC3)c(=O)c2n1	i
COc1cccc(CN2CCCN(CC(=O)Nc3ccc4c(c3)OCCO4)S2(=O)=O)c1	37%[activator]

The last 3 compounds of the section above are carried over, then new ones follow:
SMILES	Pf Dd2 inh
Cc1nn(C)c2nc(-c3ccccn3)nc(NCC(c3ccco3)N(C)C)c12 (stereo not given)	8.9µM*
CN(c1ccccc1)c1ccc2ncn(C3CC3)c(=O)c2n1	i
COc1cccc(CN2CCCN(CC(=O)Nc3ccc4c(c3)OCCO4)S2(=O)=O)c1	37%[activator]
CC(C)n1c(C2CCN(C(=O)COc3ccc(F)cc3)CC2)nn(C)c1=O	-14%
O=C(Cn1ccn2nc(-c3ccc(F)cc3)c(CO)c2c1=O)Nc1ccc(Br)cc1	-4%
COCCOc1ccc2c(n1)CCN(C(=O)C1(c3ccc(OC)cc3)CC1)C2	7.1µM*
COc1ccc(-c2noc(-c3nc(Cc4cccc(F)c4)no3)n2)cc1OC	i
Cc1ccc2c(c1)N1C(=O)OC[C@@H]1CCN(Cc1ccccc1)C2	-21%[44.1 µM]
C#CCN(C)CC[C@@H]1CC[C@H](O)[C@@H](C(=O)NCCOC)O1	i
COc1ccc(CCC(=O)N2CC(F)(F)C[C@H]2c2nc(C)no2)cc1	-3%
CCOC(=O)c1ccc(OC(=O)c2cn(-c3cccc(OC)c3)c(=O)c3ccccc23)cc1	u
COCCNC(=O)C1COC2(CCN(C(=O)c3ccc(OC)cc3)CC2)N1C(=O)c1ccccc1 (stereo not given)	26%
CC(=O)Nc1ncc(C(=O)N2CC[C@](C)(O)[C@@H](O)C2)s1	-5%

The final 5 compounds of the part above lead into the next:
SMILES	Pf Dd2 inh
C#CCN(C)CC[C@@H]1CC[C@H](O)[C@@H](C(=O)NCCOC)O1	i
COc1ccc(CCC(=O)N2CC(F)(F)C[C@H]2c2nc(C)no2)cc1	-3%
CCOC(=O)c1ccc(OC(=O)c2cn(-c3cccc(OC)c3)c(=O)c3ccccc23)cc1	u
COCCNC(=O)C1COC2(CCN(C(=O)c3ccc(OC)cc3)CC2)N1C(=O)c1ccccc1 (stereo not given)	26%
CC(=O)Nc1ncc(C(=O)N2CC[C@](C)(O)[C@@H](O)C2)s1	-5%
CC1(C)C(=O)N(Cc2ccccc2)[C@H]2CN(CC3CCOCC3)C[C@H]2[S+]1(=O)[O-]	11%[44.1 µM]
COc1ccc2[nH]c3c(c2c1)CCN(C)C31CCN(C(=O)c2ccncc2)CC1	-2%
Cc1ccc(N2CCN(C(=O)c3ccc4c(Cl)c5c(nc4c3)CCCC5)CC2)c(C)c1	19%
COc1ccccc1-c1cc2c(ccn2C)c(C(=O)NCCc2ccccn2)n1	u
Cc1ccc(O[C@H]2CCOC[C@H]2NC(=O)C2(Cn3ccnc3)CC2)cn1	-12%
O=C(CCC1CCN(C(=O)c2ccccc2)CC1)NCCN1CCCCC1	i
O=C(CSc1nc2ccccc2nc1Cc1ccccc1)N1CCCCC1	-10%
COc1cc(NC(=O)CSc2nc(-c3cccs3)cc(C(F)(F)F)n2)cc(OC)c1OC	9%
Cc1csc2nc(COC(=O)COc3ccccc3F)cc(=O)n12	27%
O=C(Cn1ncc2c([nH]c3ccccc32)c1=O)NCC1CCN(Cc2ccc(F)cc2)CC1	i
Cc1nc2c(C(=O)NCc3ccccc3Cl)cnn2c(C)c1Cc1c(F)cccc1Cl	-10%
Cc1ccc2nc(Cl)c3cc(C(=O)N4CCCCC4C)sc3c2c1 (stereo not given)	-17%
Cc1ccncc1C(=O)N1C[C@@H](Oc2ccccc2)C[C@H]1C(=O)N1CCCC1	3%
CCCN(CC1CCOC1)C(=O)c1ccccc1Br (stereo not given)	13%[5.79 µM]
Cc1ccc(C(C)C)c(OCCCn2c(=O)oc3ccccc32)c1	u
COc1ccc(C(=O)N2CCC(N3C(=O)[C@H](OC)[C@@H]3c3ccncc3)CC2)cc1	14%
CN(C)Cc1nnc(C2CC(NC(=O)c3cc4ncccn4n3)C2)n1C (stereo not given)	u
CC(NC(=O)C1CCN(C(=O)N2CCOc3ccc(Cl)cc32)CC1)c1ccccc1 (stereo not given)	u
O=C(Nc1ccc(N2CCN(c3ccc(F)cc3)CC2)c(C(=O)O)c1)c1cccs1	33%[activator]
Cc1ccc(Nc2nc(N)nc(CSc3nc4ccccc4s3)n2)cc1	i
CCOC(=O)c1ccc(NC(=O)CSc2ccc(-c3sc(C)nc3C)nn2)cc1	-8%
O=C(Cn1nc2c(cc1=O)CCCCC2)Nc1cccc(N2CCCCS2(=O)=O)c1	-19%
Cc1cc(C)c(OCC(=O)N(Cc2ccc(N(C)C)cc2)Cc2ccco2)c(C)c1	u
Cn1cccc1CN1CCC2(CC1)Cc1ccccc1NC2=O	u
Cc1ccc(-c2noc([C@@H]3C[C@H](NS(=O)(=O)c4ccc(F)cc4)CN3C)n2)cc1	i
O=C(NC[C@H]1Cn2c(-c3ccc(Cl)cc3)cnc2CO1)C1CCCC1	u
Cc1cc(F)ccc1-n1nnc(C(N)=O)c1C	31%[activator]
O=C(c1ccc2c(c1)N(Cc1ccccc1)C(=O)c1ccccc1S2(=O)=O)N1CCc2ccccc21	11µM*
Cc1ccc(CN(C(=O)c2ccco2)c2ccc(CC(=O)NCc3ccccc3)cc2)cc1	i
CCCNC(=O)Cc1ccc(N(Cc2cccc(F)c2)C(=O)c2ccco2)cc1	u
COc1ccc(C(=O)NC2CCN(c3cc(-c4ccc(Cl)cc4)[nH]n3)C2)cn1 (stereo not given)	i
Cc1ccc(CSC2=Nc3ccccc3C3=NC(CC(=O)NCc4ccc5c(c4)OCO5)C(=O)N23)cc1 (stereo not given)	-29%
COc1cc(O)ccc1-c1nc2cc(C)ccn2c1Nc1ccccc1C	7.9µM*
Cc1nn(-c2ccccc2)nc1C(=O)N[C@H](C)c1onc(-c2ccc(F)cc2)c1C(=O)O	-28%
COCCNc1nc2c([S+](=O)([O-])c3ccc(Br)cc3)nnn2c2ccccc12	1%
COCCN1C(=O)c2cccn2CC1CNC(=O)c1cc(C)nn1C (stereo not given)	-17%
COC(=O)c1ccc(CN2C(=O)[C@@H]3C[C@@H](O)CN3C3(CN(CC(C)(C)C)C3)C2=O)cc1	-12%[44.1 µM]
CC1=C[C@@H](CNCc2ccc(F)cc2)[C@H](C(C)C)C[C@H]1Cc1nnc(C)o1	u
CCOc1ccccc1CNC(=O)c1ccc2nc(CCc3ccccc3)oc2c1	16%
c1nnc(CC2CCNCC2)n1CC1CC1	i
CCc1nc2c(c(-c3ccc(OC)cc3)n1)CCN(Cc1ccc(C#N)cc1)CC2	u
COc1ccc(C(=O)N2CCOC(Cc3cccc(C(F)(F)F)c3)C2)o1 (stereo not given)	-18%
CC(C)c1ccc(CN2C[C@@H]3C(=O)N(CCc4ccccc4)C(=O)[C@@H]3C2)cc1	u
O=C1CN(C(=O)C2CCCCC2)C(c2ccccc2)c2cc(F)ccc2N1 (stereo not given)	22%
Cc1nc([C@@H]2CN(C(=O)c3cc(C4CC4)[nH]n3)C[C@H]2C(N)=O)n[nH]1	-3%
CCN(CCCNC(=O)c1cc2cc3ccc(OC)cc3nc2s1)c1ccccc1	-22%
O=C(Nc1ccc(F)cc1)N1CCN(c2ccccc2F)CC1	u
CN1C[C@H](O)C[C@H]1c1nnc2n1CCN(C(=O)c1cccs1)CC2	9%
COC1C(=O)N(C2CCN(S(=O)(=O)c3c(C)noc3C)CC2)C12CCOCC2 (stereo not given)	-2%
COc1ccc(CN2C(=O)COC[C@H]2C(=O)NCCc2c[nH]c3ccccc23)c(OC)c1	i

(continued)
SMILES	Pf Dd2 inh
CCOC(=O)N1CCC(NC(=O)c2ccc3c(c2)N(Cc2cc(C)ccc2C)C(=O)c2ccccc2S3=O)CC1 (stereo not given)	u
COc1ccc(N(C(=O)c2cc(OC)c(OC)c(OC)c2)S(=O)(=O)c2ccc(C)cc2)cc1	i
Cn1cc(CCCNC(=O)C2CC(=O)N(C3CC3)C2)cn1 (stereo not given)	17%
Cn1ccnc1CNC(=O)C[C@@H]1C[C@H]2O[C@H](CNCc3ccncc3F)[C@@H](O)[C@H]2O1	-2%[44.1 µM]
O=C(NCc1ccccc1F)c1ccc(CN2CC(=O)N3CCCCC3C2=O)cc1 (stereo not given)	i
O=C(O)c1cccc(-c2cccc(O)c2)c1	11%[44.1 µM]
CN1C(=O)c2cccn2CC1C(=O)NC1CCCC1 (stereo not given)	13%
COc1ccc(-c2c3c(=O)n(C)c(=O)n(C)c3c3c(C)nc4ccccc4n23)cc1	i
O=C(NCc1ccccc1)c1cc2ccccc2o1	i
Cc1cc(C)cc(N2C(=O)CCSC23C(=O)N(Cc2ccccc2)c2ccccc23)c1 (stereo not given)	i
Cc1cccc(C(=O)N2CCC3(CC2)CC(CC(=O)N2CCOCC2)CCO3)c1 (stereo not given)	-21%
CN1C(=O)Cc2cc(C(=O)NC3CCCCCC3)ccc21	u
Cn1nc(C2CCCCC2)cc1[C@H]1CN2CC[C@H]1C[C@@H]2CNC(=O)c1cccs1	u
CC(c1ccon1)N(C)C(=O)c1ccc(OC2CCN(S(=O)(=O)N(C)C)CC2)cc1 (stereo not given)	-15%
COc1ccc(NC(=O)c2oc3ccccc3c2NC(=O)c2cc3ccccc3o2)cc1	-20%
COc1ccc(C)cc1NC(=O)N(C)CC1CCOCC1	i
CCOc1ccccc1NC(=O)Cn1c(=O)n(Cc2ccc(C(=O)NCCCOC)cc2)c(=O)c2ccccc21	-4%
Cc1cc(C(=O)N2CCc3nnc([C@@H]4C[C@@H](O)CN4C(C)C)n3CC2)nn1C	11%
CCOc1ccccc1NC(=O)CSc1nc2cc(OC)c(OC)cc2c2nc(CCn3c(C)nc4ccccc43)nn12	3.2µM*
Cc1n[nH]c(C)c1CCC(=O)NC1CCc2nn(C)c(=O)n2CC1 (stereo not given)	33%
COc1ccc(C(=O)N2CCC[C@H]2c2nc(-c3ccc(OC)c(OC)c3)no2)cc1	-4%
CCC1CCCCN1C(=O)Cn1c(=O)n(-c2ccccc2C(F)(F)F)c(=O)c2c(C)c(C(=O)N(C)C)sc21 (stereo not given)	17%
COc1cccc(C(=O)Nc2nc(-c3nnn(-c4ccccc4C(F)(F)F)c3C)ns2)c1	1%
CCc1nc(-c2c3n(c(=O)n(Cc4cc(F)ccc4F)c2=O)CCCCC3)no1	u
CC(C)OCCCNC(=O)C1Cn2cccc2C(=O)N1C (stereo not given)	11%
O=C(NCCc1ccc(Cl)cc1)C1CCc2nnc(-c3ccc(Cl)cc3Cl)n21 (stereo not given)	u
O=C(Cc1ccc(F)cc1)N1CCc2nc(C3CC3)nc(-c3ccc(Cl)cc3)c2C1	u
O=C(NCc1cccc(Cl)c1)c1oc(=O)c2ccccc2c1-c1ccccc1	13%
O=c1n(-c2ccc(F)cc2F)nc2n1CCN(CC1CC1)C2	-1%[44.1 µM]
COc1ccc(-c2oc3ncn4nc(-c5ccccc5Br)nc4c3c2-c2ccc(OC)cc2)cc1	98%[activator]

Part of the list above in order of number of heavy atoms, falling:
SMILES	Pf Dd2 inh
COc1ccc(-c2oc3ncn4nc(-c5ccccc5Br)nc4c3c2-c2ccc(OC)cc2)cc1	98%[activator]
COc1cccc(C(=O)Nc2nc(-c3nnn(-c4ccccc4C(F)(F)F)c3C)ns2)c1	1%
COc1ccc(C(=O)N2CCC[C@H]2c2nc(-c3ccc(OC)c(OC)c3)no2)cc1	-4%
O=C(NCCc1ccc(Cl)cc1)C1CCc2nnc(-c3ccc(Cl)cc3Cl)n21 (stereo not given)	u

The list goes on:
SMILES	Pf Dd2 inh
COCC(=O)N[C@@H]1CN(C(=O)c2ccoc2)CC[C@@H]1c1nc(C)no1	i[5.79 µM]
COc1ccccc1NC(=O)c1c(NCc2ccc(C)o2)sc2c1CCCCC2	u
CCN(CC)C(=O)CSc1nc2ccccc2c(=O)n1Cc1ccco1	-10%
COc1ccc(CN2CCNc3cnc(OCc4cccnc4)cc3C2)cn1	21%[44.1 µM]
COc1ccc(C(=O)N2CC[C@](C)(O)C(C)(C)C2)cc1Cl	-8%
Cc1nnc(NCc2ccccc2)c2c1nnn2Cc1ccccc1Cl	38%[activator]
Cc1cccc(OCC(=O)Nc2ccccc2C(=O)OCc2cc(=O)n3ccsc3n2)c1	39%[activator]
COCCC(=O)N1CCc2nc(N3CCN(C)CC3)sc2C1	6%
CCOC(=O)c1ccc(Nc2c(-c3ccc(N(C)C)cc3)nc3nc[nH]n23)cc1	-16%
O=C(c1cccs1)N1CCC(c2nc(C3CCOCC3)no2)C1 (stereo not given)	1%
Cc1cccc(-n2ncc3c(NCCOCCO)ncnc32)c1	i
COc1cc2c(c(OC)c1)C(c1cc(OC)c(OC)c(OC)c1)CC(=O)N2 (stereo not given)	-26%
